CCT chaperon mod: modulators of cytosolic chaperonin (CCT/TRiC) activity; purified chaperonin ATPase assay, HTRF ADP detection, 30 min; activity change, % (concentration not given with the values), hits read low; 360,000 tested, 0.3% active; AID 651819; in the data active = activity change below about -30%; also: % is scaled to controls: 0 for no effect and ±100 for the full control effect
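TRiC at 40 or 20 nM final (batch-dependent) in 30 mM Tris pH 7.4, 100 mM KCl, 5 mM MgCl2, 1 mM DTT, with compound at single 76 uM and 10 uM ATP, 30 min at 37 deg C. ADP detected by HTRF Transcreener, 665/615 ratio.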
PI5P4Ka inh: blocks human PI5P4K alpha kinase activity | 330,000 tested, 1.2% active | PI5P4Kalpha enzyme, ADP-Glo luminescence, 60 min; active compounds read low | P48426 | max response, %; active = max response of -50% or lower; inconclusive = between -30% and -50%; inactive = -30% or higher; also: value at the top dose of about 77 µM; % is scaled to controls: 0 for no effect and ±100 for the full control effect
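Human PI5P4Kalpha with substrate in 0.038 M HEPES pH 7.4, 0.28 mM EGTA, 0.1% CHAPS, 5% DMSO; reaction started with 5 microM ATP (final), 60 min at room temperature. ADP formed read by ADP-Glo luminescence.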
Mm-Cpn inhibitor: inhibitors of Methanococcus maripaludis chaperonin (MmCpn); purified Mm-Cpn ATPase, ADP Transcreener TR-FRET; Potency, µM (doses to about 76.9 µM), for inactives: at the highest dose activity, negative = inhibition, hits mostly inhibitors; 330,000 tested, 0.031% active; AID 504842; also: potency is read from the fitted curve at half-maximal effect; % is scaled to controls: 0 for no effect and ±100 for the full control effect; nearly all actives have a fitted effect of over 80% in size
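Compound-treated chaperonin, 25 nM final, turns over 10 uM ATP at 37°C for 30 min following a 10 min preincubation; ADP generated competes with ADP-d2 for Eu-cryptate antibody, lowering FRET.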
WRN inhibitor: inhibitors of human WRN helicase. Potency, µM (doses to about 114 µM), for the others: top-dose activity change, negative = inhibition, usual class: inhibitors. Q14191. 360,000 tested, 0.46% active. WRN helicase unwinding, fluorescent forked duplex, kinetic; also: potency is read from the fitted curve at half-maximal effect; % is scaled to controls: 0 for no effect and ±100 for the full control effect; nearly all actives have a fitted effect of over 55% in size
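Screening of the MLSMR collection measured strand separation of a quenched forked DNA duplex (100 nM) by 20 nM WRN with 2 mM ATP, all final. Compounds were preincubated with enzyme 15 min at room temperature.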
PLK1 PBD block: blocks phosphopeptide binding to human PLK1 polo-box domain. P53350. Plk1 PBD binding of FITC phosphopeptide, fluorescence polarization. Potency, µM, for the others: max response, negative = inhibition, usual class: inhibitors. 360,000 tested, 2.8% active; also: potency is read from the fitted curve at half-maximal effect; series mostly up to about 57 µM; % is scaled to controls: 0 for no effect and ±100 for the full control effect; nearly all actives have a fitted effect of over 65% in size
EPAC2 antag: blocks human EPAC2 exchange factor; Q8WZA2; Potency, µM (titrated, usually from 114 µM), for inactives: at the highest dose activity, negative = inhibition, hits mostly inhibitors; 360,000 tested, 0.18% active; EPAC2 GEF exchange of Rap1B-BODIPY-GDP, fluorescence; also: potency is read from the fitted curve at half-maximal effect; % is scaled to controls: 0 for no effect and ±100 for the full control effect; nearly all actives have a fitted effect of over 45% in size; many of its hits are not listed in these tables
EPAC1 agonist: activates human EPAC1 exchange factor; O95398; EPAC1 agonist qHTS, biochemical assay; response scale: 100% = response to 6.5 mM cAMP; Potency, µM (titrated, usually from 154 µM), inactives show top-dose activation, hits mostly activators; 360,000 tested, 0.073% active; AID 720707; also: potency is read from the fitted curve at half-maximal effect; nearly all actives have a fitted effect of over 60% in size
Target sequence (O95398 whole entry, looked up): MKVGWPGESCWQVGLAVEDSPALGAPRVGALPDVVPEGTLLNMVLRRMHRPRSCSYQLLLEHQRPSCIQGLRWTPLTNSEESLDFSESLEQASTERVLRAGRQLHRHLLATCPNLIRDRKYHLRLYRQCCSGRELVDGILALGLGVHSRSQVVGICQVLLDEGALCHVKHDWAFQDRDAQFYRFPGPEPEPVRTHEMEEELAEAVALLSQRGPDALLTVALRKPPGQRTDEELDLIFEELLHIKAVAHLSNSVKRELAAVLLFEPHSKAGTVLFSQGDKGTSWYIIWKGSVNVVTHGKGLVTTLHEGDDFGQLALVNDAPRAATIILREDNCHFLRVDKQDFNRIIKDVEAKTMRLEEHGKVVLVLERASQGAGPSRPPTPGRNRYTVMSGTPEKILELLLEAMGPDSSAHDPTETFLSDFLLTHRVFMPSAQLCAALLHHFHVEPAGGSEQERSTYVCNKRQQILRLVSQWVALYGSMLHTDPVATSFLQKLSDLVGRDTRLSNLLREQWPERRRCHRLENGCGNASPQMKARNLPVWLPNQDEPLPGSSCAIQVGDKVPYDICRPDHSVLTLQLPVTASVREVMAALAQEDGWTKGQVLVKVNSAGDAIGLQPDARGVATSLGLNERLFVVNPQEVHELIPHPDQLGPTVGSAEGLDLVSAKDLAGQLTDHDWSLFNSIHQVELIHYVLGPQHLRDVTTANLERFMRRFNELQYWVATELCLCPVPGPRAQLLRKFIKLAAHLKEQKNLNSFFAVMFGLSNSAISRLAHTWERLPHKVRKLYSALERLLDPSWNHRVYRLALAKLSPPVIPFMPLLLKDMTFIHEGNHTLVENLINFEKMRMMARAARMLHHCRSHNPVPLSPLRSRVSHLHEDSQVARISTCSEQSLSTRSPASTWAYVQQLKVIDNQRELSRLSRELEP
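Normalized to 6.5 mM cAMP, activity reflects EPAC1-catalysed release of BODIPY-GDP from Rap1B, followed kinetically over 30 min at 480 nm excitation, 540 nm emission. Reaction contained 100 nM EPAC1, 250 nM Rap1B-BODIPY-GDP, 50 uM GDP.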
EPAC1 antag: EPAC1 (human) antagonism; EPAC1 GEF assay, Rap1b-BODIPY-GDP exchange fluorescence; Potency, µM (highest dose often 115 µM), for inactives: at the highest dose activity change, negative = inhibition, usual class: inhibitors; 360,000 tested, 0.14% active;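 also: potency is read from the fitted curve at half-maximal effect; plate controls were vehicle for no effect and positive control for full effect; nearly all actives have a fitted effect of over 50% in size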
Numbers without * were called inactive; u = inconclusive; x = no result given; [ ] = dose if it differs, or a comment. Unless noted, calls follow the shape of the dose curve; as a rule, active = well fitted curve in the direction sought with a large enough effect; inconclusive = small, poorly fitted or top-dose-only effect, or another doubt; inactive = no such curve, though single readings can be large; an effect the other way counts as inactive or inconclusive. Not all compounds are listed; the hit share may differ from the screen's.

SMILES	CCT chaperon mod	PI5P4Ka inh	Mm-Cpn inhibitor	WRN inhibitor	PLK1 PBD block	EPAC2 antag	EPAC1 agonist	EPAC1 antag
CC(C)Sc1nc2ccccc2c(=O)[nH]1	-7.9	0	3%	-10%	3%	-1%	8%	-1%
COc1ccccc1CNC(=O)CCCc1cn(C)c2ccccc12	0.9	-1	4%	-4%	4%	-7%	4%	-12%
COc1ccc(-c2cc3onc(-c4c(Cl)cccc4Cl)c3c(=O)n2C)cc1	-2.1	0	2%	-19%	-13%	12%	-3%	-3%
Cc1ccc(OCCOCCn2ccnc2)c(Br)c1	-6.9	2	1%	-10%	-5%	8%	-9%	9%
O=C(CCNS(=O)(=O)c1cccc2nsnc12)NC1CCN(Cc2ccccc2)CC1	0.8	-2	0%	3%	-7%	-2%	0%	-11%
CCOC(=O)c1c(C)nc2c(c1-c1cc(OC)c(OC)c(OC)c1)C(=O)c1ccccc1-2	-5.7	0	-1%	9%	-6%	-2%[57.1 µM]	-3%	10%
OCCCNc1ncnc2sc3c(c12)CCN(Cc1ccccc1)C3	0.7	-10	-3%	-5%	-18%	-7%	11%	-27%
CCCC(c1nnnn1C(C)(C)CC)N(Cc1ccco1)Cc1cc2ccc(OC)cc2[nH]c1=O (stereo not drawn)	-0.6	-2	0%	-18%	-1%	0%	-8%	-21%
CCOc1ccc(C(C)=O)cc1N1C(=O)C2C(C1=O)C1C=CC2C12CC2 (stereo not drawn)	0.2	x	-1%	-4%	-4%	5%	0%	0%
O=C(OC(C(=O)NCc1ccco1)c1ccc(Cl)cc1)c1cccs1 (stereo not drawn)	1.5	-1	2%	-3%	4%	-18%	-3%	4%
CCC(C(=O)O)P(=O)(c1ccc(Cl)cc1)c1ccc(Cl)cc1 (stereo not drawn)	2.0	-1	1%	-4%	-5%	3%	7%	-7%
COc1ccc(CNC(=O)Nc2ccc(C)c(C)c2)cc1	0.3	0	1%	4%	-3%	9%[57.1 µM]	7%	-1%
O=S(=O)(Nc1ccccc1)c1ccc(NS(=O)(=O)c2cccs2)cc1	0.5	3	3%	8%	-3%	-5%	2%	-5%
CCNC(=S)NNC(=O)c1cc(-c2cccc(C)c2)nc2ccccc12	-0.9	x	1%	0%	-15%	-4%	-5%	16%
CCC(C)NS(=O)(=O)c1ccc(OCC(=O)Nc2ccc3c(c2)OCO3)cc1 (stereo not drawn)	-1.1	x	-2%	-6%	1%	0%	3%	-1%
COc1ccccc1NC(=O)Nc1ccccc1N1CCOCC1	0.5	2	-2%	12%	-7%	0%	1%	7%
O=C(Nc1nc2cc3c(cc2s1)OCO3)c1ccc(N2C(=O)CCC2=O)cc1	-2.9	-27	u	3%	-19%	3%	7%	-3%
CN(CCc1ccccc1)C(=O)c1ccc(NC(=O)Cc2ccc(NC(=O)C3CCCN(C(=O)C4CCCC4)C3)cc2)cc1 (stereo not drawn)	-2.3	-9	x	0%	-18%	-5%	-1%	-10%
Cc1c(C(=O)O)cccc1-n1c(C)cc(/C=N/NC(=O)c2cc3ccccc3o2)c1C	-1.1	-17	-2%	1%[11.6 µM]	-7%	2%	18%	-6%
Cc1nn(-c2ccccc2)c(C)c1NC(=O)COC(=O)c1ccc(O)cc1O	1.0	-1	0%	0%	-3%	4%	1%	-18%
CN1CCN(C(=S)Nc2ccc(Cl)c(Cl)c2)CC1	-3.0	2	2%	-25%	-19%	8%	6%	12%
CCOC(=O)C(C)Sc1ccc2nnc(-c3ccc(F)cc3)n2n1 (stereo not drawn)	0.5	x	-3%	-4%	u	3%	1%	5%
O=C(NC(=S)N1CCN(c2ccccc2)CC1)c1ccco1	-3.2	2	0%	u	-20%	5%	u	-9%
CCOC(=O)COc1ccc(N)cc1CC(NC(C)=O)(C(=O)OCC)C(=O)OCC	-6.3	x	0%	-2%	-8%	-2%	6%	3%
Cc1ccc(S(=O)(=O)N2CCN(C(=O)COc3ccc(Br)cc3)CC2)cc1	-1.2	1	0%	-13%	3%	-2%	-3%	2%
COc1cccc(Cn2cc(/C=N/NC(=O)c3cc(O)cc(O)c3)c3ccccc32)c1	0.1	-4	-1%	u	-2%	-8%	20%	-7%
Cc1cc(C)c(NS(=O)(=O)c2c(C)noc2C)c(C)c1	2.1	-3	0%	1%	1%	4%	6%	9%
Cc1ccc(NCc2nnc(SCC(=O)Nc3nnc(C)s3)n2C)cc1	-1.4	0	2%	1%	-10%	3%	11%	3%
Cc1nc(N)sc1C(=O)N/N=C/c1cccnc1	1.5	u	-5%	-12%	-7%	7%	0%	-13%
c1ccc(CC(Nc2ccccn2)c2ccccc2)cc1 (stereo not drawn)	-1.1	10	-3%	-22%[57.1 µM]	-6%	u	9%	-10%
Cn1c(=O)c(=O)n(C)c2cc(S(=O)(=O)CCC(=O)NCc3ccccc3)ccc21	-1.2	0	-2%	4%	-2%	15%	4%	17%
COC(=O)C1CCCN1C(=O)c1cccs1 (stereo not drawn)	3.6	1	1%	-12%	-8%	-6%	0%	-11%
O=C1NC(=S)N/C1=C\c1ccc(Oc2ccc(C(F)(F)F)cc2[N+](=O)[O-])c(Cl)c1	0.4	0	1%	4%	5%	10%	-14%	15%
Cc1ccc(C(C)C)cc1S(=O)(=O)Nc1cccnc1	-2.6	9	0%	-10%	-3%	6%	0%	-5%
O=S(=O)(NC1CCN(S(=O)(=O)c2c(F)cccc2F)CC1)c1ccc2c(c1)OCCO2	x	x	2%	x	x	-12%	11%	-7%
CCN(C(=O)COC(=O)CNC(=O)c1ccc(C)cc1)c1c(N)n(Cc2ccccc2)c(=O)[nH]c1=O	-0.5	5	0%	-3%	-2%	-3%	10%	-16%
Cn1nc(-c2ccccc2)c(CSc2ccccc2)c1Cl	0.7	22	1%	-13%	-1%	-11%	0%	-5%
CCOC(=O)C1CCCN(C(=O)c2ccc(CS(=O)(=O)c3ccc(C)cc3)o2)C1 (stereo not drawn)	-0.5	u	1%	-25%	-27%	12%	-10%	-16%
CCOc1c(Cl)cc(C2NC(=O)NC(C)=C2C(=O)NCc2ccccc2)cc1OC (stereo not drawn)	1.4	x	0%	10%	3%	4%	-9%	1%
COCC(C)NC(=O)c1ccc(Cl)c(Cl)c1 (stereo not drawn)	-2.2	5	-5%	6%	-9%	u	3%	-6%
CSC(=NC#N)N1CCN(c2ccc(Cl)cc2)CC1	-0.7	x	-2%	0%	-2%	3%	-2%	17%
CCCC(=O)Nc1ccc(S(=O)(=O)Nc2cc(OC)ncn2)cc1	1.2	7	1%	8%	1%	3%	-2%	3%
O=C(COc1ccc2c(-c3ccccc3)cc(=O)oc2c1)Nc1ccc(CN2CCOCC2)cc1	-3.1	0	2%	3%	-11%	0%	7%	-22%
CCc1nc2c(OCC(=O)c3ccc(Cl)cc3Cl)cccn2c1N(C=O)Cc1ccc(OC)cc1	0.2	-23	x	-7%	-13%	-11%	0%	-4%
CCN(CC)c1ccc(C(=O)OCC(=O)N2CCCC2)cc1	-0.1	4	-1%	2%	2%	4%	1%	-11%

Eleven successive compounds already listed, quoted:
SMILES	CCT chaperon mod	PI5P4Ka inh	Mm-Cpn inhibitor	WRN inhibitor	PLK1 PBD block	EPAC2 antag	EPAC1 agonist	EPAC1 antag
O=S(=O)(NC1CCN(S(=O)(=O)c2c(F)cccc2F)CC1)c1ccc2c(c1)OCCO2	x	x	2%	x	x	-12%	11%	-7%
CCN(C(=O)COC(=O)CNC(=O)c1ccc(C)cc1)c1c(N)n(Cc2ccccc2)c(=O)[nH]c1=O	-0.5	5	0%	-3%	-2%	-3%	10%	-16%
Cn1nc(-c2ccccc2)c(CSc2ccccc2)c1Cl	0.7	22	1%	-13%	-1%	-11%	0%	-5%
CCOC(=O)C1CCCN(C(=O)c2ccc(CS(=O)(=O)c3ccc(C)cc3)o2)C1 (stereo not drawn)	-0.5	u	1%	-25%	-27%	12%	-10%	-16%
CCOc1c(Cl)cc(C2NC(=O)NC(C)=C2C(=O)NCc2ccccc2)cc1OC (stereo not drawn)	1.4	x	0%	10%	3%	4%	-9%	1%
COCC(C)NC(=O)c1ccc(Cl)c(Cl)c1 (stereo not drawn)	-2.2	5	-5%	6%	-9%	u	3%	-6%
CSC(=NC#N)N1CCN(c2ccc(Cl)cc2)CC1	-0.7	x	-2%	0%	-2%	3%	-2%	17%
CCCC(=O)Nc1ccc(S(=O)(=O)Nc2cc(OC)ncn2)cc1	1.2	7	1%	8%	1%	3%	-2%	3%
O=C(COc1ccc2c(-c3ccccc3)cc(=O)oc2c1)Nc1ccc(CN2CCOCC2)cc1	-3.1	0	2%	3%	-11%	0%	7%	-22%
CCc1nc2c(OCC(=O)c3ccc(Cl)cc3Cl)cccn2c1N(C=O)Cc1ccc(OC)cc1	0.2	-23	x	-7%	-13%	-11%	0%	-4%
CCN(CC)c1ccc(C(=O)OCC(=O)N2CCCC2)cc1	-0.1	4	-1%	2%	2%	4%	1%	-11%

More structures follow.
SMILES	CCT chaperon mod	PI5P4Ka inh	Mm-Cpn inhibitor	WRN inhibitor	PLK1 PBD block	EPAC2 antag	EPAC1 agonist	EPAC1 antag
O=C(Nc1ccc(F)c(F)c1)C1CCN(S(=O)(=O)c2cccs2)CC1	-2.1	-5	-2%	4%	-6%	-3%	10%	3%
CC(=O)NCCC(=O)Nc1cc(S(=O)(=O)N2CCCCC2)ccc1Oc1cccc(C)c1	1.0	2	4%	6%	1%	3%	-1%	9%
O=C(NCc1ccc(F)cc1)C1CCN(S(=O)(=O)c2ccc(Cl)cc2)CC1	-1.3	2	1%	12%	-15%	-6%	-8%	-10%
CCOC(=O)NC(=O)/C(C#N)=C\c1ccccc1	0.7	1	2%	-7%[57.1 µM]	-9%	17%	-6%	-1%
COc1ccc(CCNC(=S)N2CCN(S(=O)(=O)c3ccc(C)cc3)CC2)cc1	0.9	-4	1%	-23%	-25%	11%	-11%	10%
O=C1CC(c2ccccc2)C(C(=O)Nc2ccccc2F)N1 (stereo not drawn)	-0.2	-7	0%	5%	-1%	-1%	-4%	-11%
COC(=O)c1ccc(/C=C/C(=O)OCC(=O)Nc2ncc(Cl)cc2Cl)cc1	-0.6	-10	-1%	1%	2%	10%	-7%	22%
C=CCN1C=CC(=O)CC1	0.5	-2	0%	3%	1%	-7%	-6%	8%
CC(=O)Nc1cc(NC(C)=O)ncn1	0.7	5	1%	7%	-4%	0%	0%	-14%
